All columns: NCI-60 one-dose screen, growth in % after 48 h at 10 µM unless noted; 100 = growth as untreated, 0 = no growth, -100 = all killed.
CAKI-1: CAKI-1 renal cancer | 75,000 tested, 4.7% active | AID 1794772
RXF 393: RXF 393 renal cancer cells. 77,000 tested, 6.9% active. AID 1794773
NCI-H460: NCI-H460 lung cancer; AID 1794736; 82,000 tested, 6.8% active
ACHN: ACHN renal cancer; 81,000 tested, 4.9% active; AID 1794771
786-0: 786-0 renal cancer cells; 81,000 tested, 5.1% active; AID 1794775
NCI-H322M: NCI-H322M lung cancer; 80,000 tested, 2.7% active; AID 1794733
TK-10: TK-10 renal cancer cells. 81,000 tested, 3.9% active
UO-31: UO-31 renal cancer; 81,000 tested, 5.2% active
NCI-H522: NCI-H522 lung cancer. 78,000 tested, 8% active
The depositor's hits bear a star; . = no result given; & = joins results of further samples; [ ] = dose if it differs, or a comment. The calls were made as follows: active = growth percent below 10; inactive = the rest. Compounds as they come (roughly 11% active in at least one column).

No.	compound	CAKI-1	RXF 393	NCI-H460	ACHN	786-0	NCI-H322M	TK-10	UO-31	NCI-H522
1	O=C(NC(Cc1c[nH]c2ccccc12)C(=O)O)OCC1c2ccccc2-c2ccccc21 (stereo not drawn)	110	115	111	99	110	95	103	70	77
2	NC(N)=N/N=C/c1cc(Br)ccc1O	95	149	109	100	105	106	110	91	104
3	CCCCNC(=O)Oc1ccc(C(=O)OCCC)cc1	97	.	107	107	100	109	100	93	85
4	Clc1ccccc1-c1cnn2cc(-c3ccccc3)cnc12	81	88	75	74	77	87	89	85	77
5	CC(C)Sc1nc(NC2CC2)c(C#N)c(-c2ccccc2)n1	57&68	78	75&54	53&29	28&35	77&68	93&123	79&49	61&89
6	C(=N/Nc1ccccc1)/c1ccco1	91	115	104	93	.	101	102	.	.
7	O=C(CCl)Nc1ccc(Cc2ccc(NC(=O)CCl)cc2)cc1	.	-51*	-29*	-20*	-20*	.	84	55	-81*
8	Cn1c(=O)c2c(nc(Cc3ccc(N)cc3)n2C)n(C)c1=O	.	.	106	108	100	107	106	93	103
9	O=C(O)c1cn(C2CC2)c2cc(N3CCN(C(=O)c4ccccc4O)CC3)c(F)cc2c1=O	93	99	117	103	96	101	90	95	82
10	S=c1sc2ccccc2n1CN(c1ccccc1)c1ccc2ccccc2c1	.	116	100	100	98	106	102	63	96
11	O=C(CNc1ccccc1)Nc1ncc(Cc2ccc(Cl)cc2)s1	63	88	97	87	98	87	98	65	79
12	Cc1cccc(C)c1-n1cnc2ccccc2c1=O	84	106	111	90	100	105	103	72	115
13	Nc1nc(-c2cc(-c3cccs3)nc(N)n2)cc(-c2cccs2)n1	87	111	118	99	98	99	99	.	94
14	CSc1nc(Nc2cccc(N)c2)c(C#N)c(-c2cccc([N+](=O)[O-])c2)n1	86	102	101	98	98	103	114	76	88
15	COc1ccc2c(c1)-c1c(OC)c(OC)cc3c1C(C2)OCC3 (stereo not drawn)	87	89	99	99	101	77	126	75	104
16	CNc1nc(Nc2ccc(OC)cc2)ncc1C(N)=O	109	73	114	108	106	80	102	80	72
17	O=C1[C@H]2Cc3c([nH]c4ccccc34)[C@@H](c3ccc(Cl)cc3)N2C(=O)CN1C1CCN(Cc2c(F)cccc2F)CC1	56[4.17 µM]	73[4.17 µM]	63[4.17 µM]	54[4.17 µM]	72[4.17 µM]	76[4.17 µM]	63[4.17 µM]	54[4.17 µM]	46[4.17 µM]
18	COC(=O)c1c2c(c(C)[n+]([O-])c1C)C(=O)C(NCc1ccc(Cl)cc1)=CC2=O	76	87	52	67	74	64	111	79	42
19	OCC(O)C(O)C(O)CO (stereo not drawn)	98	98	109	90	103	103	.	81	.
20	COc1ccc(-c2cc(=O)c3c(OC)c4ccoc4cc3o2)cc1	103	107	74	102	116	78	108	91	82
21	COc1ccc(Cn2cncc2-c2c[nH]c3cc(Cl)ccc23)cc1	65	80	94	88	88	87	112	53	64
22	CC1=Nc2cnc(Nc3ccc(OCCN4CCCC4)cc3)nc2Nc2ccccc21	21	36	64	29	54	45	64	17	74
23	O=Nc1c(O)[nH]c2ccc(Cl)c(Cl)c12	97	117	91	108	107	109	106	65	93
24	O=S(=O)(Cc1ccc(Cl)cc1)c1ccc(Cl)cc1	83&107	104	84&108	104&110	80&102	87&108	75	78&118	73&111
25	COc1ccc2cc(C(=O)NCCc3ccccc3)ccc2c1Br	.	120	103	108	104	97	82	99	57
26	CC1(C)CC[C@]2(C(=O)O)CC[C@]3(C)[C@H](C(=O)C[C@@H]4[C@@]5(C)C/C(=C/c6cccnc6)C(=O)C(C)(C)[C@@H]5CC[C@]43C)[C@@H]2C1	94	.	105	104	99	106	92	84	88
27	O=C1N=C2SCCCN2/C1=C\c1cccc(OCc2ccc(Cl)cc2)c1	85	69	84	79	73	85	85	52	17
28	NC(C(=O)O)C(=O)O	103	114	103	106	107	99	113	102	106
29	COc1ccc(C2=NN(C(N)=S)C(c3ccc(Cl)cc3)C2)cc1S(=O)(=O)NNC(=O)c1ccncc1 (stereo not drawn)	88	.	106	107	107	98	107	93	103
30	O=C(NO)c1ccc(CNc2cccc3nc(C4CC4)n(-c4ccccc4)c(=O)c23)cc1	7.5*	-19*	23	3.7*	25	38	14	3.6*	19
31	O=C1c2cc([N+](=O)[O-])ccc2-c2ccc([N+](=O)[O-])cc21	.	114	109	100	95	88	103	65	87
32	Nc1nc2c(ncn2-c2ccccc2)c(=O)[nH]1	97	124	108	95	109	117	113	82	110
33	CC(Br)C(OC(=O)c1ccccc1Cl)c1cc2c(cc1Br)OCO2 (stereo not drawn)	70	78	92	88	81	83	82	49	88
34	Nc1nc2[nH]c(=O)[nH]c(=O)c2[nH]1	95	114	111	109	106	96	95	91	85
35	CCOC(=O)C1CCC(OC(C)=O)C(OC2CC(C(=O)OCC)CCC2OC(C)=O)C1 (stereo not drawn)	108	125	103	114	94	129	121	86	110
36	Cc1ccc(C(=O)C2=Cc3cc4ccccc4n3Cc3cnnn32)cc1	101	95	108	109	95	96	95	96	64
37	Cc1nn(-c2ccc(-c3ccc(OC(F)(F)F)cc3)cc2)c2nc(-c3ccccc3)nc(N)c12	.	104	83	100	94	86	90	82	84
38	COc1cc(C2OC34CCCCC3C(C#N)(C(=N)O4)C2(C#N)C#N)cc(OC)c1OC (stereo not drawn)	91	115	105	102	97	103	123	85	92
39	COC(=O)C1=C/C=C\CN(C(c2ccccc2)c2ccccc2)/C=C\1C(=O)OC	81	104	98	97	98	104	110	86	87
40	O=C(O)c1cc(-c2ccccc2)nc2ccc3ccccc3c12	96	112	102	96	97	.	100	67	91
41	O=S(=O)(NCCNc1cc(-c2c(-c3cccc(O)c3)nc3sccn23)ccn1)c1ccccc1	46	49	58	58	77	91	101	38	79
42	Cc1ccc2c(c1)nc1c3ccccc3nc(-c3ccccc3N)n21	93	108	106	94	95	108	102	72	75
43	CCCCC1(CCCC)NC(=O)NC1=O	.	110	101	.	94	105	94	93	93
44	COc1ccc(OC)c(/C=C2\Cc3cc4c(cc3C2=O)OCO4)c1	77	89	95	100	93	80	107	75	83
45	Cc1cn(C2CC(O)C(CO)O2)c(=O)n(Cc2ccccc2)c1=O (stereo not drawn)	96	109	105	105	105	131	116	104	97

A second format for part of the listing above.
35) CCOC(=O)C1CCC(OC(C)=O)C(OC2CC(C(=O)OCC)CCC2OC(C)=O)C1 (stereo not drawn)
  CAKI-1 = 108	RXF 393 = 125	NCI-H460 = 103	ACHN = 114	786-0 = 94	NCI-H322M = 129	TK-10 = 121	UO-31 = 86	NCI-H522 = 110
43) CCCCC1(CCCC)NC(=O)NC1=O
  CAKI-1 = .	RXF 393 = 110	NCI-H460 = 101	ACHN = .	786-0 = 94	NCI-H322M = 105	TK-10 = 94	UO-31 = 93	NCI-H522 = 93

The listing picks up, starting 6 compounds before the break.
No.	compound	CAKI-1	RXF 393	NCI-H460	ACHN	786-0	NCI-H322M	TK-10	UO-31	NCI-H522
40	O=C(O)c1cc(-c2ccccc2)nc2ccc3ccccc3c12	96	112	102	96	97	.	100	67	91
41	O=S(=O)(NCCNc1cc(-c2c(-c3cccc(O)c3)nc3sccn23)ccn1)c1ccccc1	46	49	58	58	77	91	101	38	79
42	Cc1ccc2c(c1)nc1c3ccccc3nc(-c3ccccc3N)n21	93	108	106	94	95	108	102	72	75
43	CCCCC1(CCCC)NC(=O)NC1=O	.	110	101	.	94	105	94	93	93
44	COc1ccc(OC)c(/C=C2\Cc3cc4c(cc3C2=O)OCO4)c1	77	89	95	100	93	80	107	75	83
45	Cc1cn(C2CC(O)C(CO)O2)c(=O)n(Cc2ccccc2)c1=O (stereo not drawn)	96	109	105	105	105	131	116	104	97
46	N#CCCC(C#N)(c1cccnc1)N1CCOCC1 (stereo not drawn)	97	91	115	101	111	107	99	95	79
47	OC(O)(c1cncc(-c2ccc3ncnc(NCc4ccccc4)c3c2)c1)C(F)(F)F	40	38	81	71	66	74	.	62	64
48	Cc1[nH]n(-c2ccccc2)c(=O)c1C=Nc1ccc(Br)cc1	44	95	63	37	65	79	139	45	57
49	Cc1sc(N=Nc2ccc(N(C)C)cc2)[n+]([O-])c1C	110	80	99	104	103	94	104	82	98
50	Oc1ccccc1/C=N/Nc1nc(N/N=C/c2ccccc2O)nc(N2CCCCC2)n1	76	83	40	37	73	59	98	48	47
51	COc1cc(CNc2nc3ccc(OC/C(=C\F)CN)cc3o2)ccn1	59	29	104	96	89	109	75	56	.
52	CO[C@@H]1C2=CC=CC=C[C@H]2n2c(=O)n(C)c(=O)n21	89	122	110	104	114	95	104	90	98
53	CN1CCc2nc3sc(C(=O)Nc4ccccc4)c(N)c3cc2C1	.	113	99	96	105	103	127	86	88
54	CSc1ccc(/C=C2\C=Cc3ccccc32)cc1	79	96	101	97	103	97	106	61	.
55	CCCNCC(=O)Nc1cccc(Cl)c1	.	110	100	.	99	88	95	87	79
56	CN1CC(c2ccc([N+](=O)[O-])cc2)C2(SC(=Nc3ccccc3)N(Nc3ccccc3)C2=O)C12C(=O)Nc1ccccc12 (stereo not drawn)	43	.	58	52	61	85	78	38	63
57	Cc1cc(N2CCCCCC2)nc(NC2CCCC(Nc3ccnc4cc(Cl)ccc34)C2)n1 (stereo not drawn)	.	-81*	-82*	-99*	-96*	-71*	-81*	-93*	-72*
58	C=CCC(C(=O)OCCN(CC)CC)(c1ccccc1)c1ccccc1	89	87	103	94	86	102	87	74	83
59	C[C@]12CC[C@@H]3c4cc(OC(F)F)c(O)cc4CC[C@H]3[C@@H]1CC[C@@H]2O	93	98	101	89	110	101	109	81	80
60	CCCCCCCCC(CC)(CCCC)C(=O)O (stereo not drawn)	93	90	102	98	102	101	103	94	94

From PubChem BioAssay
